# Screens: PubChem BioAssay, National Center for Advancing Translational Sciences (NCATS)
# GAA spleen mod – lysosomal alpha-glucosidase (human) modulation; P10253; human spleen homogenate, 4-MU-alpha-glucoside fluorescence; Potency, µM (titrated, usually from 79.9 µM), for the others: at the top dose activity change, negative = inhibition, most hits filed as inhibitors; hit rate 0.006% among 240,000; AID 2112;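 further: potency means the concentration at half of the fitted maximal effect; 0% = enzyme with vehicle and -100% = no enzyme basal signal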
#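 Human spleen homogenate (1 ug) incubated with compounds and 1 mM 4-methylumbelliferyl-alpha-D-glucopyranoside in pH 5.0 citrate/phosphate buffer, 37 C, 40 min. Stopped at pH 10; 4-MU fluorescence (Ex 365/Em 440 nm); AC50 by Hill fit.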
# CBFb RUNX1 block – CBF-beta/RUNX1 interaction disruption; Q01196+Q13951; AlphaScreen CBFb-His/RUNX1-biotin binding, biochemical; Potency, µM (highest dose often 59.8 µM), inactives show at the top dose activity, negative = inhibition, most hits filed as inhibitors; 230,000 tested, under 10 active; AID 1477; further: % of control where 0% means no effect
# Target sequence (Q01196 whole entry, looked up): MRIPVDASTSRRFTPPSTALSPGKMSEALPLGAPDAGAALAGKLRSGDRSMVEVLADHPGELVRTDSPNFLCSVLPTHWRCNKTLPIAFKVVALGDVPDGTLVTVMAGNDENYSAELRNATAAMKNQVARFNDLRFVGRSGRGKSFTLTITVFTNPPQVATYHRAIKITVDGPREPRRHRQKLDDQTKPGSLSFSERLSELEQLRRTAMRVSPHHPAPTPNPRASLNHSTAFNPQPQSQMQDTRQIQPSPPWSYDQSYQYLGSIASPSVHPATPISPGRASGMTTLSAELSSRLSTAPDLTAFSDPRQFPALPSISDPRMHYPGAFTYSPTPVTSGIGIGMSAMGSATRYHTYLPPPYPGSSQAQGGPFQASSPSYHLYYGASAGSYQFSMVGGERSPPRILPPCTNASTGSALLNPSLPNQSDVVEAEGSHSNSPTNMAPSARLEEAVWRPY
# Target sequence (Q13951 whole entry, looked up): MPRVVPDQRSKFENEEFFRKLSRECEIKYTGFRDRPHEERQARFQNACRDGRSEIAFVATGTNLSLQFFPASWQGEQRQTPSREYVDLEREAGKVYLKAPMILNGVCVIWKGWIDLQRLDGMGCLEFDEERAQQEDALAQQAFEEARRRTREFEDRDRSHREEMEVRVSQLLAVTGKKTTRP
#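 Read-out: AlphaScreen. Format: His-CBF-beta with biotinylated RUNX1 (30 nM each) preincubated 20 min, compound 15 min, Ni-chelate plus streptavidin beads 90 min; room temperature throughout.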
# Lamin A splicing – LMNA splicing modulation; HeLa LMNA splicing GFP/RFP minigene ratio, 48 h; Potency, µM (doses to about 46.1 µM), without a hit: at the highest dose ratio change, negative = inhibition, most hits filed as inhibitors; hit rate 0.01% among 200,000; AID 1487; active means well fitted inhibition curve with a large enough effect in the signal ratio, with a control signal flat, not every such curve was filed as active; inconclusive means small, poorly fitted or top-dose-only effect, or effect the other way, or a change in a side signal; the % refers to the signal ratio; further: potency means the concentration at half of the fitted maximal effect; on the % scale 0 is the no-effect control and ±100 the full control effect
#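 S3 HeLa stable clones carrying a lamin A-EGFP splicing minigene plus DsRed2 were seeded at 600 cells/well in Opti-MEM with 2% FBS, pin-dosed and incubated 48 h at 37°C. Acumen cytometry (488 nm) gave the GFP/RFP total-intensity ratio.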
# GAA inh – alpha-glucosidase (human) inhibition; AID 1466; purified human GAA, 4-MU-alpha-glucoside fluorescence; hit rate 0.005% among 200,000; Potency, µM (doses to about 76.9 µM), inactives show at the top dose activity change, negative = inhibition, hits mostly inhibitors;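 further: potency means the concentration at half of the fitted maximal effect; plate controls were uninhibited enzyme wells for no effect and no-enzyme background for full effect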
#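 Enzyme (4 nM final) mixed with compound (up to 77 uM), then 4-MU-alpha-D-pyranoside (400 uM final) added; 20 min at room temperature, pH 5.0. Reaction stopped at pH 10, fluorescence read, AC50 derived by Hill fit.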
# HTT ATP protect – Huntington cell model cytoprotection by ATP luminescence; AID 1471; hit rate 0.14% among 230,000; Potency, µM (series often up to 56.4 µM), for the others: cytoprotection (ATP increase), usual class: activators; PC12 HTT-Q103 induced, cytoprotection, ATP luminescence, 40 h;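 further: potency means the concentration at half of the fitted maximal effect; % of control where 0% means no effect; nearly all actives have a fitted effect of over 45% in size; toxic huntingtin expression switched on by the ecdysone agonist tebufenozide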
#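 Quantitative HTS on tebufenozide-induced (100 nM) PC12 cells expressing HTTQ103 exon 1–GFP; compounds tested as a concentration series; survival measured via cellular ATP.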
# GAA glycogen – inhibitors or activators of human alpha-glucosidase glycogen cleavage | Potency, µM (top dose mostly 76.4 µM), without a hit: at the highest dose activity change, negative = inhibition, most hits filed as inhibitors | hit rate 0.38% among 300,000 | recombinant GAA, glycogen substrate, Amplex Red glucose oxidase fluorescence;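 further: potency means the concentration at half of the fitted maximal effect; 0% = full enzyme reaction and -100% = no-enzyme basal signal; the screen sought inhibitors and activators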
#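 Recombinant human enzyme (4 nM); glycogen substrate; 37 C, 40 min, pH 5.0. Readout: coupled glucose oxidase/Amplex Red fluorescence.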
# HTT aggregate – reduces HttQ103-GFP aggregates in PC12 cells; PC12 HttQ103-GFP aggregates, Acumen cytometry, 40 h; Potency, µM (highest dose often 46.1 µM), for the others: top-dose activity change, negative = inhibition, most hits filed as inhibitors; hit rate 1.1% among 220,000; AID 1688; further: potency means the concentration at half of the fitted maximal effect; on the % scale 0 is the no-effect control and ±100 the full control effect; nearly all actives have a fitted effect of over 60% in size
#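 Compounds (qHTS titration) were added to PC12 cells expressing an ecdysone-driven HTT exon 1 Q103–GFP fusion after induction with 100 nM tebufenozide. Aggregate formation was measured as GFP objects in cell lysates.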
# An asterisk follows results filed as active; ? = inconclusive; · = not tested or not shown; [ ] = remark or other dose. Unless noted, the call rests on the fitted dose curve; in most records, active means well fitted curve in the direction sought with a large enough effect; inconclusive means small, poorly fitted or top-dose-only effect, or another doubt; inactive means no such curve, though single readings can be large; an effect the other way counts as inactive or inconclusive. Compounds were not picked by outcome. About 1.5% of those tested had a hit in this group.
SMILES,GAA spleen mod,CBFb RUNX1 block,Lamin A splicing,GAA inh,HTT ATP protect,GAA glycogen,HTT aggregate
Cc1cccc2nc(CSc3nc4cc([N+](=O)[O-])ccc4s3)cn12,-9%,-13%,-6%,2%,23%[10 µM],12%,9%
Cc1ccc(-n2ncc3c2ncn2c(C)nnc32)cc1C,-2%,2%,5%,5%,-26%,0%,2%
Cc1ccc(NC(=O)CSc2nnc(C)n2CC2CCCO2)cc1 (stereo not drawn),3%,-1%,-3%[46 µM],13%,-2%,7%,30%
O=C1c2cccc3cccc(c23)C(=O)N1CCN1CCN(C(=S)Nc2ccc(F)cc2)CC1,1%,3%,-3%,-4%,13%[10 µM],6%,-11%
COc1cc2c(cc1OC)C(=S)NC(C)(C)C2,8%,5%,-11%,-3%,-6%,1%,-3%
CCOC(=O)C1=C(c2ccccc2)N=c2s/c(=C\c3ccc(O)cc3)c(=O)n2C1c1cccs1 (stereo not drawn),-13%,-16%,?,?,-78%[inhibitor],-13%,?
O=C(N/C(=C\c1ccccc1)C(=O)N1CCN(CCO)CC1)c1ccccc1,2%,13%,-7%,?,·,-11%,-15%
O=C(/C=C/c1ccccc1)NC(=S)NNC(=O)c1cccnc1,-5%,-18%,?,0%,-6%,-23%,-22%
O=c1cc(CSc2nnc(-c3cccs3)n2Cc2ccccc2)nc2sc3ccccc3n12,4%,-22%,?,0%,27%[10 µM],-11%,?
CN1CCN(c2ccc(S(=O)(=O)N3CCCCC3)cc2NC(=O)Cc2ccccc2F)CC1,-17%,11%,-15%,?,22%[10 µM],-25%,11%

# Five records picked at random from those above, as already listed:
SMILES,GAA spleen mod,CBFb RUNX1 block,Lamin A splicing,GAA inh,HTT ATP protect,GAA glycogen,HTT aggregate
O=C1c2cccc3cccc(c23)C(=O)N1CCN1CCN(C(=S)Nc2ccc(F)cc2)CC1,1%,3%,-3%,-4%,13%[10 µM],6%,-11%
O=C(/C=C/c1ccccc1)NC(=S)NNC(=O)c1cccnc1,-5%,-18%,?,0%,-6%,-23%,-22%
Cc1ccc(-n2ncc3c2ncn2c(C)nnc32)cc1C,-2%,2%,5%,5%,-26%,0%,2%
Cc1cccc2nc(CSc3nc4cc([N+](=O)[O-])ccc4s3)cn12,-9%,-13%,-6%,2%,23%[10 µM],12%,9%
CN1CCN(c2ccc(S(=O)(=O)N3CCCCC3)cc2NC(=O)Cc2ccccc2F)CC1,-17%,11%,-15%,?,22%[10 µM],-25%,11%

# (more compounds)
SMILES,GAA spleen mod,CBFb RUNX1 block,Lamin A splicing,GAA inh,HTT ATP protect,GAA glycogen,HTT aggregate
CC1CC(C)CN(CCCNC(=O)CCNC(=O)Cn2ccc3ccccc3c2=O)C1 (stereo not drawn),4%,-3%,1%,?,-6%[10 µM],-9%,7%
CNc1cc(Cl)nc(SC)n1,0%,5%,·,0%,-17%,4%,-17%
Cc1cc(C)n2c(SCC(C)C)nnc2n1,2%,5%,19%[46 µM],?,-3%[10 µM],17%,-14%[9.22 µM]
CCCCCCC1CC(=O)NC(=S)N1 (stereo not drawn),5%,-16%,-12%[46 µM],-3%,?,4%,-15%
O=C(Nc1ccc(F)cc1)C1CCN(C(=O)c2ccc([N+](=O)[O-])cc2)CC1,0%,15%,·,-2%,·,2%,14%
O=C(CCS(=O)(=O)c1cccs1)NC1CCCCCC1,3%,0%,4%,8%,-7%,-10%,-5%
Cc1[nH]cnc1CSCCN,-2%,-13%,-1%,-5%,-1%,-8%,20%
O=C(Nc1cccc(-c2nc3ccccc3s2)c1)c1cc(-n2cnnc2)ccc1Cl,-5%,-17%,?,1%,3%,-20%,2%
Cc1nnc(SCC(=O)N2CCC(c3noc4ccc(F)cc34)CC2)s1,13%,6%,4%,-2%,-5%[0.074 µM],4%,?
CCN1CCN(C(=O)/C(C#N)=C/c2ccc(OC(F)F)cc2)CC1,1%,3%,-3%[46 µM],-5%,-15%,-1%,-18%
CCC1CCCCN1C(=O)CSc1nnc(-c2ccc3c(c2)OCCO3)o1 (stereo not drawn),-14%,3%,?,-22%,-53%[inhibitor],6%,1%
Clc1ccc2nc(-c3ccc4c(c3)OCO4)cn2c1,-5%,10%,·,4%,-200%[inhibitor],3%,-8%
N#C/C(=C\c1ccc([N+](=O)[O-])cc1)C(=O)Nc1ccccc1O,-2%,-8%,-13%,-33%,4%[10 µM],4%,6%
Cc1cc(C)n2nc(/C(C#N)=C/c3ccccc3)c(C#N)c2n1,0%,5%,-1%,-21%,-3%,-2%,24%
C(#CCN1CCCC1)CC(c1ccccc1)c1ccccc1,1%,-2%,?,-2%,-1%[10 µM],-3%,-11%[9.22 µM]
Brc1cccc(CSc2nnc(-c3ccncc3)o2)c1,-2%,-6%,·,1%,-21%,3%,?
CCCCn1c(NC(=O)CC)c(C#N)c2nc3ccccc3nc21,-3%,7%,15%,?,34%[10 µM],8%,-7%
CCNS(=O)(=O)c1ccc(S(=O)(=O)N(Cc2ccccn2)C2CCCCC2)cc1,5%,1%,-15%,-2%,-14%[10 µM],-8%,-20%
S=C(NCCCN1CCOCC1)N1CCN(c2nc(-c3ccccc3)cs2)CC1,3%,-4%,·,9%,1%[10 µM],2%,-3%[9.22 µM]
Cc1nn(C)cc1/C=C/C(=O)c1ccccc1,-18%,2%,-2%,1%,-3%,-2%,-6%
COC(C(=O)Nc1ccc(S(=O)(=O)Nc2ccc(F)cc2)cc1)c1ccccc1 (stereo not drawn),-6%,4%,-10%,-4%,5%[10 µM],-7%,-10%
Cc1cccc(N2CCN(C(=O)C(NS(=O)(=O)c3cccs3)c3ccccc3)CC2)c1C (stereo not drawn),-7%,4%,?,-10%,-57%[inhibitor],10%,-9%
NC(=O)c1ccc[n+](CC(=O)c2ccccc2)c1,-9%,4%,·,·,0%[10 µM],-5%,31%[9.22 µM]
N#Cc1ccc(NC(=O)COC(=O)CCNS(=O)(=O)c2ccccc2)cc1,-5%,7%,-4%,-1%,-4%[10 µM],11%,-2%
Cc1sc(NC(=O)C2C3CCC(O3)C2C(=O)O)nc1-c1ccc(CC(C)C)cc1 (stereo not drawn),-13%,-14%,-25%,?,·,1%,-14%
Clc1ccccc1-c1nnc2n1CCCCC2,6%,6%,·,·,4%[10 µM],7%,-20%[9.22 µM]
COC(=O)CSc1nc2ncccc2[nH]1,0%,5%,-4%,1%,12%,3%,9%
O=C(CCC(=O)OCc1ccc([N+](=O)[O-])cc1)Nc1ccc(F)cc1,-4%,-4%,-16%[46 µM],3%,-43%[inhibitor],-11%,-1%[9.22 µM]
O=C(Nc1cccnc1)c1ccc(Cl)c(S(=O)(=O)N2CCCCCC2)c1,0%,-2%,?,-4%,-13%,4%,-11%
COc1ccc(NC(=O)CSc2nc(C)cs2)cc1,-20%,-13%,-6%[46 µM],-4%,-17%,6%,17%
COc1ccc(C2C3=C(CC(C)(C)CC3=O)Nc3nc(C)nn32)cc1OC (stereo not drawn),16%,3%,·,·,17%[10 µM],-4%,22%[9.22 µM]
O=C(c1ccc(Br)cc1)c1cc(-c2ccccn2)c(N2CCOCC2)s1,4%,5%,?,-2%,-11%,6%,23%
Cc1cccc2[nH]c(SCC(=O)N3CCOCC3)nc12,-1%,1%,11%[46 µM],6%,-8%[10 µM],17%,1%[9.22 µM]
CC1(C)[C@@H](O)CC[C@]2(C)C3C(=O)C=C4C5C[C@@](C)(C(=O)O)CC[C@]5(C)CC[C@@]4(C)[C@]3(C)CC[C@@H]12 (stereo partly drawn),5%,-7%[21.7 µM],·,·,-3%[1.9 µM],·,·
COc1ccccc1Nc1nc(N)nc(CN2CCc3ccccc3C2)n1,-8%,·,-22%,-5%,25%[10 µM],4%,28%
CC(CC(=O)NC1CCCC1)c1ccccc1 (stereo not drawn),3%,3%,-3%,-4%,-1%,3%,-19%
COc1cccc(/C=C2\SC(=S)N(c3cccnc3)C2=O)c1OC,-1%,-22%,?,-3%,-6%,3%,-1%
O=C(NCc1ccccc1)c1cc(S(=O)(=O)N2CCOCC2)ccc1F,-1%,0%,1%,9%,-12%,-2%,-13%
CN(C)CCN1C(=O)C(O)=C(C(=O)c2cc3ccccc3o2)C1c1ccccn1 (stereo not drawn),10%,-1%,5%,-1%,4%,17%,0%
O=c1[nH]c(CSc2ncnc3sc(-c4ccccc4)cc23)nc2ccccc12,-4%,12%,?,-6%,-41%[10 µM],0%,-4%[9.22 µM]
Cc1noc(C)c1-c1nc(Nc2ccc(F)cc2)c2ccccc2n1,5%,·,?,·,-74%[inhibitor],·,·
CN(C)S(=O)(=O)c1ccc(Cl)c(NC(=O)CN2CCCCCC2)c1,3%,5%,·,-2%,·,-4%,28%
CC1=NN(c2ccccc2)C(=O)/C1=C\N1CC(C)OC(C)C1 (stereo not drawn),2%,-5%,13%,13%,-28%,0%,5%
CN(C)S(=O)(=O)c1cccc(C(=O)Nc2cc(Cl)ccc2O)c1,-13%,-4%,?,-4%,-16%,-13%,-23%
CCOC(=O)/C(C#N)=C1/C=Cc2ccccc2N1CC,-28%,-28%,3%,-6%,-2%,-5%,-11%
COc1ccc(/C=C/C(=O)NC(C)(C)C)cc1S(=O)(=O)N1CCOCC1,-5%,-4%,-7%,5%,-16%[10 µM],11%,8%
O=C(O)c1ccc(CSc2nc(-c3ccc(Cl)cc3)cc(C(F)(F)F)n2)cc1,-1%,-1%,?,1%,-7%,-10%,9%
CC(=O)NCCC(=O)Nc1cc(F)ccc1C,-1%,3%,7%,-1%,2%,7%,-7%[9.22 µM]
COc1c(Br)cc2c(C)c(C(=O)O)oc2c1Br,4%,4%,?,0%,-6%,-13%,-23%
CCOC(=O)N1CC=C2C(C#N)=C(N)C(C#N)(C#N)[C@H](c3ccc(OC(C)C)c(OCC)c3)[C@H]2C1,-8%,8%,4%,?,-13%,-2%,-2%

# Remaining list, next part.
SMILES,GAA spleen mod,CBFb RUNX1 block,Lamin A splicing,GAA inh,HTT ATP protect,GAA glycogen,HTT aggregate
CCN1CCN(c2nc(Nc3ccccc3F)nc(N)c2[N+](=O)[O-])CC1,7%,4%,·,·,15%[10 µM],-4%,-21%[9.22 µM]
COCCCn1c(-c2ccsc2)nc2c1c(=O)[nH]c(=O)n2Cc1ccccc1,-1%,10%,6%,9%,-8%[10 µM],-6%,1%
COc1ccccc1C(CCN(Cc1cccs1)C(C)=O)c1ccco1 (stereo not drawn),-2%,-27%,-2%,-14%,-8%,-13%,20%
O=C1C(Cl)=C(N2CCCCC2)C(=O)N1c1ccccc1Cl,5%,?,-4%,-6%,-19%[10 µM],0%,7%
